Bioassay records as filed in PubChem BioAssay.
bIAP act = bovine intestinal alkaline phosphatase activators, primary screen, biochemical, bovine IAP, CDP-star luminescence; alkaline phosphatase, intestinal [Bos taurus]; AID 1016, 2008; purified bovine IAP, 30 min; stronger effect = higher value; fold of DMSO-control signal, blank-subtracted; actives 0.17% (n = 200,000); activation factor at 20 µM;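 active = activation factor of 2 or more at 20 µM, a signal rise over negative controls twice the positive control's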
TNAP act hi DEA = TNAP activators at high phosphate acceptor level, primary screen, biochemical, luminescence, uHTS; purified TNAP, CDP-star luminescence, 1 M DEA, 30 min; stronger effect = higher value; 0 = EDTA background, 1 = DMSO-only activity; activation factor at 20 µM; 200,000 tested, under 10 active; AID 1136, 2008;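 active = activation factor at least 2 at 20 µM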
Target sequence (P05186 whole entry, looked up): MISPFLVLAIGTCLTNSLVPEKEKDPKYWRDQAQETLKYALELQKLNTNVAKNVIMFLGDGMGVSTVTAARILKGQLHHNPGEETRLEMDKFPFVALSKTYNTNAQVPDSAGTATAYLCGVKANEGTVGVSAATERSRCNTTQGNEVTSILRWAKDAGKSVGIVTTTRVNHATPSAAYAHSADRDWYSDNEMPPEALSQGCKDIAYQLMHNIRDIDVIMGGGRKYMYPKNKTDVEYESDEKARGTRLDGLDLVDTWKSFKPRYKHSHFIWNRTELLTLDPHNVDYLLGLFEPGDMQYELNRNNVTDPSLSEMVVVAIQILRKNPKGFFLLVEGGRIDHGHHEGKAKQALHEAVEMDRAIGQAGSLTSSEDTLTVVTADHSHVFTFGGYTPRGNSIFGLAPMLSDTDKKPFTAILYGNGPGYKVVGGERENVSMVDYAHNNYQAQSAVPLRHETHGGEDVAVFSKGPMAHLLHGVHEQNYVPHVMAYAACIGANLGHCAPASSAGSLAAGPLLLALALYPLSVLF
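Dosing: 20 µM single point. System: human TNAP. Amount: TNAP 1/800 final. Incubation: 30 min, room temperature. Read-out: TNAP activation factor scaled between EDTA and DMSO control wells. Signal: luminescence from CDP-star hydrolysis. Medium: 1 M DEA, pH 9.8, Mg2+, Zn2+. Control set: EDTA negative control, DMSO positive control.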
TNAP inh noacc = human TNAP enzyme inhibitors, primary screen, biochemical, luminescent, no phosphate acceptor, uHTS | Alkaline phosphatase, tissue-nonspecific isozyme (Homo sapiens), P05186 | purified TNAP, CDP-star luminescence, 30 min | inhibition, % at 20 µM | actives 0.26% (n = 200,000);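 active = tissue-nonspecific alkaline phosphatase inhibition above about 50% at 20 µM in the single-dose screen, limit read from the data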;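 also: 0% = DMSO negative control and 100% = EDTA positive control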
bIAP inh = bovine intestinal alkaline phosphatase inhibitors, primary screen, selectivity assay for TNAP inhibitor project, biochemical, bovine IAP, CDP-star luminescence. alkaline phosphatase, intestinal [Bos taurus]. purified bovine IAP, 30 min. inhibition, % at 20 µM. 190,000 tested, under 10 active. AID 1019, 2008;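 active = over 50% inhibition of intestinal alkaline phosphatase at 20 µM in the single-dose screen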
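System: purified bovine intestinal alkaline phosphatase (IAP) enzyme; Input: IAP diluted 1/65,000,000 in the well; Measured by: CDP-star luminescence signal; Compound dosing: 20 µM single dose; Incubation: 30 min reaction at room temperature.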
RAM network inh = inhibitors of the yeast RAM network, primary screen, dse1pr::URA3 reporter, 5-FOA selection; inhibition, % at 50 µM; S. cerevisiae dse1pr::URA3 reporter, 5-FOA growth OD615, 2 d; analog-sensitive cbk1-as2 kinase mutant strain; actives 1.8% (n = 190,000);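 active = inhibition above a set limit, 3 SD over mean compound inhibition, cut at about 8.4% in these data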;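 also: 0% = DMSO-only wells with no growth and 100% = 10 µM 1-NA-PP1 full growth; inhibition rescues growth on 5-FOA so higher OD means more RAM inhibition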
FLuc stim CS = FLuc activators, initial screening, artefact control for FLuc-dependent activation tests, biochemical, ATPlite luminescence; ATPlite luciferase biochemical, 10 min; 0 = ATP-free wells, 1 = DMSO control; activation factor at 10 µM; 200,000 tested, under 10 active; AID 1027, 2008;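 active = luciferase activation factor, scaled between plate controls, of at least 2 with compound at 10 µM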
Target sequence (P08659 whole entry, looked up): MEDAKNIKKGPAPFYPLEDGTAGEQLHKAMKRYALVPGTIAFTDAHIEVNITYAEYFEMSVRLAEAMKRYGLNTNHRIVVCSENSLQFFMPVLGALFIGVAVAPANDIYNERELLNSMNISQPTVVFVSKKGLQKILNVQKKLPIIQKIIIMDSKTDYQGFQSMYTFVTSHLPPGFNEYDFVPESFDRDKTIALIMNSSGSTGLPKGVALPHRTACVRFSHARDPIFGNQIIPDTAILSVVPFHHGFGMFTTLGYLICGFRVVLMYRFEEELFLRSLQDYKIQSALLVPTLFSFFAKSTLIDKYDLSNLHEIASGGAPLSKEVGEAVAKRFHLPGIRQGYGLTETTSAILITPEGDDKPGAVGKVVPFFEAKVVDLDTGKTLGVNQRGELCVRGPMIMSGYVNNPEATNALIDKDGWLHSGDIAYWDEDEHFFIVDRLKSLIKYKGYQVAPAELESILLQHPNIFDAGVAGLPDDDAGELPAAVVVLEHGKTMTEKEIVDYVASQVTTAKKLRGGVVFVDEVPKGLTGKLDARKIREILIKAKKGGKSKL
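assay system = Luciferase/luciferin detection reagent, cell-free biochemical luciferase assay | also added = ATP substrate | times = 10 min post-reagent at room temperature | measured by = luminescence from luciferase reaction | measure = luciferase activation, seen as luminescence increase over controls | benchmarks = low control with PBS replacing ATP, high control enzyme plus ATP without compound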
FLuc inh counter = firefly luciferase enzyme inhibitors, primary screen, artefact control for luciferase-based inhibitor screens, biochemical, luminescence, ATPLite; 10 min; inhibition, % at 10 µM; actives 1.5% (n = 200,000);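 active = inhibition above about 50% when tested at 10 µM, limit read from the data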
TNAP inh hiacc = human TNAP enzyme inhibitors, primary screen, biochemical, luminescent, high phosphate acceptor level, uHTS | purified TNAP, CDP-star luminescence, 1 M DEA | actives 0.03% (n = 200,000) | inhibition, % at 20 µM;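 active = over 50% inhibition of tissue-nonspecific alkaline phosphatase at 20 µM in the single-dose screen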;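 also: plate controls were DMSO wells for no effect and EDTA-quenched wells as full inhibition for full effect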
APP transl inh = inhibitors of APP translation via 5'UTR reporter, primary screen, APP 5'UTR luciferase, SH-SY5Y cells | SH-SY5Y APP 5'UTR-luciferase reporter, luminescence | inhibition, % at 2 µM | actives 0.82% (n = 190,000) | AID 1285, 2008;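 active = inhibition above a set limit, derived from the sample mean plus 3 SD, cut at about 45% in these data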; also: values of inactives mirror those of a sister screen read the other way
L major viab = Leishmania major promastigote growth inhibition, primary screen; Leishmania major promastigotes, resazurin fluorescence viability; inhibition, % at 10 µM; actives 9% (n = 200,000); AID 1063, 2008; in the data active = inhibition above about 50%;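 also: promastigotes grown with compound for 44 hours at 28 °C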
An asterisk follows results filed as active. Random draw from the library. Share with any hit: about 13%.

SMILES	bIAP act	TNAP act hi DEA	TNAP inh noacc	bIAP inh	RAM network inh	FLuc stim CS	FLuc inh counter	TNAP inh hiacc	APP transl inh	L major viab
O=S(=O)(c1ccc(N2CCCC2)nc1)N1CCOCC1	0.9	1.1	-13.4	8.9	0.7	1.1	-8.6	-6.2	-13.6	-4.0
CN(C)S(=O)(=O)N1CCN(c2cccc(Cl)c2)CC1	0.9	1	-6.5	13.6	2.0	1	-2.8	0.7	9.1	2.7
CCC(=O)N1CN(S(=O)(=O)c2ccc(C)cc2)CC1C (stereo not given)	1	1.1	-14.5	3.6	1.1	1.1	-7.3	-7.9	-9.5	0.8
CN1C(=O)/C(=C/c2ccccc2OCc2ccc(C(=O)O)cc2)NC1=S	1.2	1	1.4	-18.7	0.7	1	-0.9	2.4	6.2	-13.8
O=C(COC(=O)COc1ccc(Cl)cc1)NCc1cccs1	0.7	1	-5.2	26.8	2.0	1.1	-9.3	-3.1	9.4	-0.5
CN(C)CCCOc1ccc2c(c1)Sc1ccccc1CC2=O	1.2	1	10.5	-22.8	1.7	1	1.6	0.7	3.5	100.4*
Cc1ccc(N2C(=O)N(c3ccc(C)cc3)C3CS(=O)(=O)CC32)cc1 (stereo not given)	1	1	-4.3	1.3	2.8	1	-1.9	-0.7	-13.6	5.6
Cc1nn(C)c(C)c1C1Nc2ccccc2C(=O)N1O (stereo not given)	1.1	1.1	-6.3	-8.9	-0.6	1.1	-6.7	-5.7	-18.0	0.2
N#CC1=C(N)OC2=C(C(=O)CCC2)C1c1ccc(OC(=O)N2CCOCC2)cc1 (stereo not given)	0.9	1	-14.3	9.8	-0.2	1.1	-7.5	-4.9	2.7	-2.3
COc1ccc(CC(=O)Nc2cc(S(=O)(=O)N3CCOCC3)ccc2N2CCOCC2)cc1	1	1.1	-11.4	-1.0	2.8	1.1	-5.7	-9.1	7.4	0.5
COc1ccc(-n2c(Cc3ccccc3)nnc2SCC(=O)N2CCCc3ccccc32)cc1	0.9	1.1	-9.8	9.8	4.0	1	-4.5	-5.5	3.2	31.1
Cc1onc(-c2ccccc2Cl)c1C(=O)N1CCOC12CCCCC2	0.9	1	2.0	14.1	-0.8	1.1	-9.8	-2.5	-18.3	6.0
Cc1cccc(NC(=S)NCc2cccs2)c1	0.9	1	-10.5	14.3	-0.4	1	-1.5	-3.7	3.6	9.9
COc1ccc(-n2cnnc2SCC(=O)c2ccc(S(=O)(=O)N3CCOCC3)cc2)cc1	1.2	1.1	-8.8	-17.3	2.4	1	-3.3	-7.1	6.9	-4.4
COc1ccc(OC)c(-n2nnnc2SCC(=O)NCCc2ccccc2)c1	1	1	-6.6	-3.7	2.3	1	-2.5	-0.2	8.9	-4.6
COc1cc(NC(=S)NCCSc2ccc(C)cc2)cc(OC)c1	0.7	1.1	-55.0	33.8	8.2	1.1	-6.0	-10.8	2.6	7.1
Cc1ccc(OCCCC(=O)Nc2ccc(S(N)(=O)=O)cc2)cc1	1	1	-5.9	-1.2	3.6	1.1	-8.2	0.1	-14.9	-0.2
COc1cc2c(C(=O)N3CCN(C)CC3)c(C)oc2cc1Br	0.9	1	-5.0	7.0	2.2	1	-2.2	2.4	-12.2	0.3
COc1ccc(-c2csc(-n3ncc(-c4ccccn4)c3N)n2)cc1	1.1	1	-1.9	-7.9	1.4	1	-1.4	-0.4	7.8	-4.4
O=c1c2ccccc2nc(/C=C/c2c[nH]c3ccccc23)n1-c1ccc([N+](=O)[O-])cc1	1	0.9	7.9	0.3	6.3	1	-2.7	9.4	0.4	-0.3

Shown with values under each structure: entries from further up
The line under a structure holds: bIAP act | TNAP act hi DEA | TNAP inh noacc | bIAP inh | RAM network inh | FLuc stim CS | FLuc inh counter | TNAP inh hiacc | APP transl inh | L major viab
O=S(=O)(c1ccc(N2CCCC2)nc1)N1CCOCC1
  0.9 | 1.1 | -13.4 | 8.9 | 0.7 | 1.1 | -8.6 | -6.2 | -13.6 | -4.0
CN(C)S(=O)(=O)N1CCN(c2cccc(Cl)c2)CC1
  0.9 | 1 | -6.5 | 13.6 | 2.0 | 1 | -2.8 | 0.7 | 9.1 | 2.7

Complete entries from above. Order of screens: bIAP act | TNAP act hi DEA | TNAP inh noacc | bIAP inh | RAM network inh | FLuc stim CS | FLuc inh counter | TNAP inh hiacc | APP transl inh | L major viab
Cc1onc(-c2ccccc2Cl)c1C(=O)N1CCOC12CCCCC2 in the list: 0.9 | 1 | 2.0 | 14.1 | -0.8 | 1.1 | -9.8 | -2.5 | -18.3 | 6.0
O=C(COC(=O)COc1ccc(Cl)cc1)NCc1cccs1 in the list: 0.7 | 1 | -5.2 | 26.8 | 2.0 | 1.1 | -9.3 | -3.1 | 9.4 | -0.5

The list continues.
SMILES	bIAP act	TNAP act hi DEA	TNAP inh noacc	bIAP inh	RAM network inh	FLuc stim CS	FLuc inh counter	TNAP inh hiacc	APP transl inh	L major viab
COc1ccc(C(=O)Nc2c(N)nc(SCC(=O)N3CCC(C)CC3)[nH]c2=O)cc1OC	0.9	1.1	2.4	13.5	0.6	1.1	-8.4	-6.2	4.9	-11.0
O=c1[nH]c(Nc2nc3ccccc3o2)nc2c1CCCC2	1	1.1	-192.4	3.0	2.6	0.3	69.6*	-8.8	-170.4	95.3*
COc1ccccc1C1CC(c2c(-c3ccccc3)c3cc(Cl)ccc3[nH]c2=O)=NN1S(C)(=O)=O (stereo not given)	1	1	-4.4	1.5	6.5	1	-2.4	-1.3	-2.0	65.2*
CN(C)CCCN(C(=O)c1ccc2c(c1)CCCC2)c1nc2c(F)cccc2s1	1	1	4.2	2.3	1.4	1	3.2	-4.5	11.4	28.6
C(=N\N(c1ccccc1)c1ccccc1)/c1ccc2c(c1)OCO2	0.8	1	3.7	19.9	14.1*	1.1	-9.8	-3.9	14.0	23.0
CC(=O)c1ccc(S(=O)(=O)N2CCN(C)CC2)cc1	1	1	-7.7	1.2	2.2	1.1	-5.2	-2.0	-20.4	-9.6
CC(=O)c1ccc(N2CCN(C(=O)/C=C/c3cccs3)CC2)cc1	0.9	1.1	-6.3	6.5	4.4	1	-1.7	-5.7	5.8	12.6
Cc1ccccc1C(=O)Nc1cccc(NC(=O)Cn2cnc3c(=O)n(C)c(=O)n(C)c32)c1	0.9	1.1	-8.1	6.3	1.9	1	-0.2	-6.1	13.4	-5.0
Cc1ccc(-c2nc(SCC(=O)N(C)C3CCS(=O)(=O)C3)[nH]c2-c2ccc(C)cc2)cc1 (stereo not given)	1.1	1	-6.2	-7.6	1.1	1.1	-5.1	-2.0	7.5	94.2*
Cc1cccnc1NC(=O)c1ccc([N+](=O)[O-])o1	0.9	1	-12.5	7.4	0.0	1.1	-5.1	-2.7	-8.0	76.5*
COCCn1c(=NC(=O)c2sc3ccccc3c2Cl)sc2cc(S(N)(=O)=O)ccc21	1	1	-21.8	-0.4	15.6*	1	-3.0	2.5	5.9	-3.5
CC(Sc1nc(NC(C)(C)C)nc(N(C)C)n1)C(=O)Nc1ccccc1 (stereo not given)	0.9	1	-8.0	7.0	2.7	1	0.6	-2.8	23.9	14.9
O=C(O)c1cccc(CN2C(=O)SC(Nc3ccccc3)C2=O)c1 (stereo not given)	1	1.1	-13.2	3.9	2.1	1.1	-5.0	-6.3	-10.7	-4.7
COc1ccc(C2C(C#N)=C(N)OC3=C2C(=O)CC(C)(C)C3)cc1 (stereo not given)	1	1	-0.9	-1.4	0.9	1	-0.5	0.2	-6.6	-1.4
COc1ccccc1N1CCN(C(=O)c2cc(-c3ccc(Br)cc3)on2)CC1	1	1.1	-9.4	-1.0	2.8	1	-2.9	-5.2	-1.1	-7.2
O=C1N=C(N2CCOCC2)S/C1=C1\C(=O)N(Cc2ccccc2)c2ccccc21	0.9	1	8.5	7.2	3.6	0.8	21.2	0.3	-286.9	13.6
CC(C(=O)NCC1CCCCC1)N(C)CC(=O)Nc1ccc(N2CCOCC2)cc1 (stereo not given)	1	1	-7.1	-1.3	-0.6	1.1	-5.1	-0.8	-1.3	20.0
COc1ccccc1CN1C[C@@H]2C[C@@H](c3cccc(C)n3)N3CCC[C@@]23C1=O	1.1	1	-13.3	-9.4	0.9	1.1	-7.7	-4.8	-22.7	-3.6
CCn1nc(C(=O)OC2CCOC2=O)c2ccccc2c1=O (stereo not given)	0.8	1	-11.2	20.7	3.4	1	-2.8	-4.7	-5.8	0.4
COc1cccc(-c2[nH]nc3c2C(c2ccsc2)C(C#N)=C(N)O3)c1 (stereo not given)	1	1	-5.4	2.5	0.5	1.1	-8.8	2.3	-1.9	13.6
CC(=O)NCC(=O)OC(C(=O)c1ccccc1)c1ccc(Cl)cc1 (stereo not given)	1.1	1.1	-9.0	-5.7	0.4	1	-3.1	-6.1	11.7	-11.2
COc1cccc(C(=O)NCCC2=CCCCC2)c1OC	1	1	-13.0	-0.7	-0.5	0.9	5.8	-3.9	-70.9	-0.4
CC1(C)CC(NS(=O)(=O)c2ccccc2)CC(C)(C)N1	0.9	1.1	-5.0	5.1	0.1	1	-4.9	-7.9	-6.7	-7.9
Cc1cccc(NC(=S)N2CCC(c3nc4ccccc4o3)CC2)c1C	1	1	-9.6	-1.3	1.8	1.1	-7.3	-3.1	4.8	16.3
Cc1cc(N)n(-c2ccccc2)n1	1	1	-11.3	-1.7	-0.4	1	-2.8	-3.9	-2.2	-2.1
CCc1oc2ccccc2c1C(=O)CCN1CCCCC1	1	1	-3.0	0.3	-0.8	1	-0.8	-2.1	6.8	73.6*
Cc1ccc(-c2csc(NC(=O)CSc3nc(C)cs3)n2)cc1	0.9	1	-5.0	7.1	2.5	1	1.7	0.5	0.1	14.1
COc1ccc(C2C(C(=O)N3CCN(c4ccccc4F)CC3)c3ccccc3C(=O)N2C)cc1 (stereo not given)	1.1	1	-4.0	-5.4	0.9	1.1	-6.7	-4.7	3.8	10.2
CC(=O)c1cn(N(C)c2ncc(C(F)(F)F)cc2Cl)c(=O)[nH]c1=O	1.1	1	-11.4	-10.0	2.7	1	1.3	-2.4	-8.5	-1.0
N#CC(c1ccccc1F)(c1ncc(C(F)(F)F)cc1Cl)N1CCOCC1 (stereo not given)	1	1.1	-10.6	-2.1	-0.1	1	-3.7	-6.4	-1.1	-6.5
O=C(CN1CCN(c2ccc(F)cc2)CC1)NC(=O)NCc1ccco1	1.1	1	-7.1	-7.5	2.5	1	-3.9	0.9	-17.6	-7.6
COc1ccc(Cn2nnc3c(=O)[nH]c(C4CCN(C(=O)c5ccccc5Cl)CC4)nc32)cc1	1	1	-2.9	-1.2	7.1	1	-0.9	-1.6	5.0	-0.6
CC(=O)c1ccc(NC(=O)CSc2nccn2CCc2ccccc2)cc1	0.9	1	1.1	10.2	-0.3	1	0.9	-0.1	-21.3	-3.0
